Screening results (PubChem)
Apoferritin bind = binds horse apoferritin like a general anesthetic; P02791; actives 0.074% (n = 350,000); Potency, µM (top dose mostly 77.5 µM), inactives show top-dose activity change, negative = displacement, hits mostly inhibitors; apoferritin/1-aminoanthracene competitive binding, fluorescence; note: potency is the fitted concentration of half-maximal effect; % is set by controls: 0 for no effect and ±100 for the full control effect; nearly all actives have a fitted effect of over 20% in size
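Read-out: endpoint 1-AMA fluorescence, excitation 380 nm and emission 535 nm, after compounds sit 10 min at room temperature with 10 uM horse-spleen apoferritin in 50% saturated 1-AMA/PBS. Values come from four-parameter Hill fits.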
Glioma ERSR ind = inducers of ER stress response in human glioma cells; U87-MG GRP78 promoter luciferase reporter, 16 h; Potency, µM, for inactives: at the highest dose activation, usual class: activators; actives 0.02% (n = 420,000); AID 602332; note: potency is the fitted concentration of half-maximal effect; series mostly up to about 76 µM; % of control where 0% means no effect; nearly all actives have a fitted effect of over 35% in size
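ERSR induction read as luciferase luminescence (Bright-Glo, 10 min at room temperature) in stably transfected human U87-MG glioma cells exposed to compounds for 16 h, using GRP78 as sensor.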
POLH inh = inhibitors of human DNA polymerase eta; Q9Y253; recombinant Pol eta, fluorescent DNA replication assay; Potency, µM (top dose mostly 114 µM), for the others: top-dose activity change, negative = inhibition, most hits filed as inhibitors; actives 1.2% (n = 390,000); AID 588591; note: potency is the fitted concentration of half-maximal effect; % is set by controls: 0 for no effect and ±100 for the full control effect
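Pol eta (10 nM) was preincubated with compounds for 15 min at room temperature, after which fluorescent replication substrate (50 nM final) was added to start the reaction. Fluorescence was read kinetically at 0 and 10 min.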
POLI inh = blocks human DNA polymerase iota activity. Q9UNA4. Pol iota fluorescent replication assay, 10 min. Potency, µM (doses to about 115 µM), for the others: top-dose activity, negative = inhibition, usual class: inhibitors. actives 1% (n = 390,000); note: potency is the fitted concentration of half-maximal effect
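Fluorescent replication assay read twice, at 0 min and 10 min after adding 50 nM (final) substrate. Enzyme (10 nM) and compounds were first incubated 15 min at room temperature; enzyme-free buffer wells were negative controls.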
POLK inh = blocks human DNA polymerase kappa activity | Q9UBT6 | purified Pol kappa, fluorescent DNA synthesis assay, 10 min | Potency, µM (highest dose often 107 µM), for inactives: at the top dose activity, negative = inhibition, actives largely listed as inhibitors | actives 0.53% (n = 400,000); note: potency is the fitted concentration of half-maximal effect; % is set by controls: 0 for no effect and ±100 for the full control effect
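Enzyme at 10 nM met test compounds for 15 min at room temperature. Substrate addition (50 nM final) began the reaction, which was monitored by fluorescence at 0 and 10 min.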
BLM inh = inhibitors of human Bloom syndrome helicase BLM | P54132 | Potency, µM (titrated, usually from 56.1 µM), inactives show at the top dose activity change, negative = inhibition, usual class: inhibitors | recombinant BLM DNA unwinding, fluorescence dequenching | actives 0.2% (n = 350,000);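 note: potency is the fitted concentration of half-maximal effect; plate controls were vehicle for no effect and no enzyme for full effect; nearly all actives have a fitted effect of over 35% in size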
Target sequence (P54132 whole entry, looked up): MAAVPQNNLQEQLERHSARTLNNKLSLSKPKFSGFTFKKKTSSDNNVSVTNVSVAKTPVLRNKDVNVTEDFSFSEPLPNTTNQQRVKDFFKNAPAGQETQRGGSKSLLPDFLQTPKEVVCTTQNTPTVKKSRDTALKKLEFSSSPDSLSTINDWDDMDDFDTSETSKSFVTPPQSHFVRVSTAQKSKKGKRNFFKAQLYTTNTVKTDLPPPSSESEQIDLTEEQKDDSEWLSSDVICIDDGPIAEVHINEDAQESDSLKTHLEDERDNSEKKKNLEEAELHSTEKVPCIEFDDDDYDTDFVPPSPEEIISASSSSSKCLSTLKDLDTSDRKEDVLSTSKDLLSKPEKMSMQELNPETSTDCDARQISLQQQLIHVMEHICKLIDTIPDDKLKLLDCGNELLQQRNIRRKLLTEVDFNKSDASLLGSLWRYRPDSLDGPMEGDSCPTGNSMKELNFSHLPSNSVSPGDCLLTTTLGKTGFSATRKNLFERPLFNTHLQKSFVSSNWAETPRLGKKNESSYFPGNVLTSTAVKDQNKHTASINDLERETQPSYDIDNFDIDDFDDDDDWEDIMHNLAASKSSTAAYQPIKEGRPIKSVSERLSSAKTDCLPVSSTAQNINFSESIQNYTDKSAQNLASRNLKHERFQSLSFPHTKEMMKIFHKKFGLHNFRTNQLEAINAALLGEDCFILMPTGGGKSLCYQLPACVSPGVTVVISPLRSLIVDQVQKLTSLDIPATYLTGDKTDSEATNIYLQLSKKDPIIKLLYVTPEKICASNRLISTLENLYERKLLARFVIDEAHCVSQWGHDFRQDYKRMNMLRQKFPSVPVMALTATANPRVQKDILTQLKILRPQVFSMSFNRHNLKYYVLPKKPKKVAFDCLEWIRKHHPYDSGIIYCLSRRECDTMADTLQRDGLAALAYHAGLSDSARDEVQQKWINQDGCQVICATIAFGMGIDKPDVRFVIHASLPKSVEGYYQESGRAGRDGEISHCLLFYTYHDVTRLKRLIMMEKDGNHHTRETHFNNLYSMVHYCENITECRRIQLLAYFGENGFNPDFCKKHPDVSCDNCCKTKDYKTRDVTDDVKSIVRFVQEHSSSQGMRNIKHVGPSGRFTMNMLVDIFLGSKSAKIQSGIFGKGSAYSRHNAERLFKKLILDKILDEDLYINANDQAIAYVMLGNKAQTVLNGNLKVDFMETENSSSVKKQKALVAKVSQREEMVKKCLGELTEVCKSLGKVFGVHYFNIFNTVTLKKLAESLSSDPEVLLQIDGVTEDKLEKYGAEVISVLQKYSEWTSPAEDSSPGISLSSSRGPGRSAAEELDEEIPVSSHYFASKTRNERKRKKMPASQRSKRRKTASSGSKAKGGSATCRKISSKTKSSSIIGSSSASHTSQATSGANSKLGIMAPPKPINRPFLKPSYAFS
APE1 inh = inhibitors of human APE1 endonuclease; recombinant APE1, TAMRA/BHQ-2 abasic DNA cleavage fluorescence; Potency, µM (doses to about 65.8 µM), for the others: at the top dose activity change, negative = inhibition, usual class: inhibitors; actives 0.35% (n = 350,000);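 note: potency is the fitted concentration of half-maximal effect; plate controls were vehicle for no effect and reference inhibitor for full effect; nearly all actives have a fitted effect of over 55% in size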
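Incision of a quenched TAMRA/BHQ-2 THF abasic-site duplex (50 nM) by 0.75 nM APE1, after 15 min compound preincubation, measured as fluorescence increase over three 60 s reads. Values normalized to buffer, DMSO and NSC13755 control wells.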
LDHA inh = blocks human lactate dehydrogenase A; P00338; purified LDHA, NADH/diaphorase-resazurin fluorescence; active compounds read low; activity change, % (values are at about 110 or 230 µM); actives 0.15% (n = 480,000); AID 1347041; in the data active = activity change below about -30%; inconclusive = mostly about -25% to -30%;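 note: plate controls were DMSO wells for no effect and wells without enzyme for full effect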
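Enzyme activity of human lactate dehydrogenase 5 (2 nM; 0.06 mM NADH, 0.2 mM pyruvate, 5 min, RT) is measured via a resazurin/diaphorase fluorescence readout of residual NADH.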
POLB inh = blocks human DNA polymerase beta activity. P06746. Pol beta primer extension/strand displacement, fluorescence kinetic. Potency, µM (doses to about 114 µM), inactives show top-dose activity change, negative = inhibition, actives largely listed as inhibitors. actives 1.3% (n = 340,000). AID 485314; note: potency is the fitted concentration of half-maximal effect; % is set by controls: 0 for no effect and ±100 for the full control effect
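Kinetic readout of DNA synthesis with strand displacement by Pol beta. Compound and 10 nM enzyme sit 15 min at room temperature; 50 nM substrate starts the reaction, read immediately and at 10 min.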
Starred values were filed as active, the others as inactive; ? = inconclusive; . = not tested or not shown; [ ] = another dose, or the depositor's remark. Unless noted, calls come from the whole dose curve; as a rule, active = well fitted curve in the direction sought with a large enough effect; inconclusive = small, poorly fitted or top-dose-only effect, or another doubt; inactive = no such curve, though single readings can be large; an effect the other way counts as inactive or inconclusive. Some of the compounds tested (hit frequency here may not be typical).

Start of the data: the first 2 compounds (preview)
Structure | Apoferritin bind | Glioma ERSR ind | POLH inh | POLI inh | POLK inh | BLM inh | APE1 inh | LDHA inh | POLB inh
Cc1cnc(C(=O)OCc2ccc(COC(=O)c3cnc(C)cn3)cc2)cn1 | -15% | 1% | -17% | 33% | 3% | -9% | 0% | -4 | ?
CCn1cc(/C=N/NS(=O)(=O)c2ccc(C)cc2)c(C)n1 | -15% | -4% | -24% | 8% | -2% | -2% | -7% | -3 | 4%

The whole of this part, previewed entries included:
Structure | Apoferritin bind | Glioma ERSR ind | POLH inh | POLI inh | POLK inh | BLM inh | APE1 inh | LDHA inh | POLB inh
Cc1cnc(C(=O)OCc2ccc(COC(=O)c3cnc(C)cn3)cc2)cn1 | -15% | 1% | -17% | 33% | 3% | -9% | 0% | -4 | ?
CCn1cc(/C=N/NS(=O)(=O)c2ccc(C)cc2)c(C)n1 | -15% | -4% | -24% | 8% | -2% | -2% | -7% | -3 | 4%
CC1(C)CC(=O)C2=C(C1)N=C1SCCC(=O)N1C2c1ccc(C(F)(F)F)cc1 (stereo not given) | ? | 2% | -15% | -3%[58.9 µM] | -11% | -10% | -4% | 9 | 16%
CCSc1nc(-c2ccccc2)nc2c1Cc1c(CO)cnc(C)c1O2 | -5% | -1% | 1% | 17% | 0% | -1% | . | -4 | 19%
Cc1[nH]n(-c2ccccc2)c(=O)c1N=Nc1ccc2c(c1)OCCO2 | -16% | 2% | 1% | 6% | -9% | 2% | 2% | -7 | ?
Cc1ccc(C)c(NC(=O)Cn2cc(S(=O)(=O)Cc3cccc(Cl)c3)c3ccccc32)c1 | 37%[activator] | ? | -1% | 15% | 2% | -5% | . | -24 | 9%
O=C(c1ccc([N+](=O)[O-])cc1[N+](=O)[O-])N1CCN(C(=O)C2CCCO2)CC1 (stereo not given) | . | -4% | -5% | -8% | 13% | . | -10% | 2 | .
CNC(=S)N1CCN(CCNC2=CC(=O)CC(C)(C)C2)CC1 | -5% | -2% | 0% | 21% | 1% | 2% | -2% | -1 | 52%[activator]
CN(C(=O)CC(NC(=O)c1ccccc1Cl)c1ccccc1)c1ccccc1 (stereo not given) | -17% | -2% | -9% | 45%[activator] | -3% | -2% | 25% | -2 | -8%
CC(C)(C)C(=O)CSc1nnc(-c2cccs2)n1CC1CCCO1 (stereo not given) | -4% | -1% | -16% | 10% | -11% | -8% | 11% | -10 | 14%
COc1ccccc1OC(=O)CN1C(=O)c2ccccc2C1=O | ? | -3% | -15% | -12% | -8% | -6% | 0% | -5 | 18%
CC[C@H](C)[C@H](N)C(=O)N[C@@H](CCCCN)C(=O)N[C@H](C(=O)N[C@@H](C)C(=O)N[C@H](C(=O)O)C(C)C)C(C)C | 4% | -1% | . | . | 16%[60.1 µM] | 3% | -3% | . | .
Cc1c(C(=O)Nc2ccc(Br)cc2)cnn1C | 8% | 1% | -8% | 26% | -5% | 1% | 4% | -5 | 3%
Cc1cccc2c1OCC/C2=N\NC(=O)COc1ccccc1Cl | -15% | 0% | -12% | 22% | -14% | 0% | 2% | -1 | 11%
COCCNc1nc(SCc2ccccc2)nc2sc3c(c12)CCC3 | 4% | 0% | -13% | -3% | -6% | -6% | -4% | -3 | 80%
CCCCNC(=O)CCCCCn1c(=O)[nH]c2cc(C(=O)OC)ccc2c1=O | -5% | -5% | -10% | 6% | 17% | 0% | 1% | -4 | 58%
COc1ccc(CCNC(=O)CCC2COc3ccccc3O2)cc1OC (stereo not given) | -9% | -3% | 1% | 11% | -2% | 7% | 1% | -10 | ?
CCOC(=O)C1=C(CS(=O)(=O)c2ccccc2)NC(=O)NC1c1ccc(OC)c(OC)c1 (stereo not given) | -12% | -4% | 1% | 11% | -6% | 2% | -1% | -2 | 1%
COc1ccc(CN2C(=O)c3cccnc3C2=O)cc1S(=O)(=O)NC1CCCCC1 | ? | -5% | -7% | -12% | -8% | 1% | 58%[activator] | -1 | 0%
Cc1cc(-c2ccccc2)nc(N2CCC(C(=O)NCc3ccccc3Cl)CC2)n1 | -15% | . | . | . | . | -6% | ? | . | 113%
CC(=O)OCCCN1C(=O)c2cccc3cc(Br)cc(c23)C1=O | -12% | . | . | . | . | 2% | -13% | . | 0%
CC1CC(=O)N(CC(=O)NCc2ccccc2)c2ccccc2S1(=O)=O (stereo not given) | -6% | -6% | -6% | 29% | -1% | 2% | -9% | -7 | 3%
CN(/N=C\c1ccc(O)c(O)c1)c1nc(-c2ccccc2)cc(-c2ccccc2)n1 | -13% | 4% | -17% | -16% | 2% | -21% | 19% | -8 | -4%
COc1ccc(OCC2c3cc(OC)c(OC)cc3CCN2C(=O)C(C)C)cc1 (stereo not given) | -5% | -3% | -1% | 69%[activator] | 1% | -8% | 7% | -10 | 0%
CCN1C(=O)NC(c2ccc(Cl)cc2)C2=C1CCCC2=O (stereo not given) | -5% | -5% | 2% | 29% | -5% | -4% | 31% | 2 | 2%
CC(NC1c2ccccc2-c2ccccc21)c1ccccc1 (stereo not given) | -4% | -1% | -4% | 5% | -17% | -3% | 39% | -1 | ?
Cc1ccc(S(=O)(=O)N(C)CC(=O)OCC(=O)N2CC(=O)Nc3ccccc32)cc1 | -5% | -5% | -13% | -2% | 7% | -2% | -1% | -3 | 22%
CC1=C(C#N)C(Nc2ccc(Cl)cn2)(C(F)(F)F)C(=O)N1 (stereo not given) | -11% | -3% | -23% | 21% | -5% | -2% | -5% | -7 | 23%
Cc1ccc(/C=N/n2c(C3CCCCC3)n[nH]c2=S)cc1 | -24% | -6% | ? | 123%[activator] | -14% | -3% | 55%[activator] | -7 | 11%
Cc1ccc(CS(=O)Cc2ccc(C(=O)N3CCN(c4ccccc4)CC3)o2)cc1 (stereo not given) | -10% | -4% | -5% | -8% | -1% | -1% | -3% | 2 | 2%
NNC(=O)c1ccc2[nH]c3c(c2c1)CCCC3 | -7% | -3% | -17% | -10% | 11% | -6% | -2% | 0 | 4%
Cc1cccc(N2C(=O)CC(Sc3nc(C)c4c(n3)CCCC4)C2=O)c1 (stereo not given) | 3% | -1% | -3% | -6% | -7% | -5% | 5% | -5 | -9%
C/C(=N\O)C1CCCCC1 | 1% | . | . | . | . | -1% | 1% | . | 3%
CCCc1nc(-c2cc3ccc(C)cc3[nH]c2=O)no1 | -3% | -1% | -4% | 13% | -5% | -1% | -1% | 1 | -1%
CC1(C)c2[nH]c3ccccc3c2C[C@@H]2C(=O)N(Cc3ccco3)C(=O)N21 | . | -5% | -14% | ? | -8% | . | . | -2 | .
COc1ccc(/C=C/C(=O)N2CCN(c3ccccn3)CC2)cc1 | -10% | 0% | -8% | -5% | 1% | -2% | -7% | -2 | 0%
COC(=O)CSCC(=O)Nc1nnc(-c2cccc(C)c2)s1 | ? | -8% | -21% | 30% | -7% | 2% | 1% | -5 | 15%
CCN(C(=S)NC(=O)c1ccccc1Br)C1CCCCC1 | -15% | -1% | -19% | 5% | -14% | -1% | 4% | -9 | 37%
COC(=O)c1c(NC(C)=O)sc(C(=O)Nc2ccccc2)c1C | -5% | 2% | ? | 13% | -19% | 0% | -7% | -7 | 28%
Clc1ccc(CSc2cc3c(nn2)-c2ccccc2CC3)cc1Cl | 2% | 2% | -15% | -2% | -11% | -9% | 1% | -6 | -20%
Cc1c(NC2=NC3(CCCCC3)Cc3ccccc32)c(=O)n(-c2ccccc2)n1C | -8% | -4% | -1% | -1% | -14% | 1% | 1% | -1 | 0%
CCN(CC)CCN1C(=O)C(=O)/C(=C(/O)c2cnn(-c3ccccc3)c2C)C1c1cccs1 (stereo not given) | -20% | . | . | . | . | -4% | -2% | . | 31%
Cc1ccc(-n2c(SCC(=O)N(C)C3CCS(=O)(=O)C3)nc3ccccc3c2=O)cc1 (stereo not given) | -8% | -3% | -15% | 16% | 0% | -2% | 0% | -3 | 0%
Cc1ccc(-n2nc3c(c2NC(=O)CC(C)C)CS(=O)(=O)C3)cc1 | -4% | -3% | -20% | 20% | -12% | -1% | 56%[activator] | -5 | 1%
CCCc1cc(=O)[nH]c(SCC(=O)Nc2cccc(S(=O)(=O)N3CCOCC3)c2)n1 | . | -5% | -14% | 22% | -1% | . | 26% | -10 | .
COc1cccc(N/C(SC)=C(/C#N)C(=O)NCc2cccs2)c1 | -11% | -1% | -6% | 94%[activator] | -9% | -5% | -5% | -6 | -7%
O=C(NCc1ccc(Cl)cc1)C1CCCN1C(=O)Nc1ccccc1 (stereo not given) | -7% | -4% | 5% | 81%[activator] | 0% | 0% | 12% | -4 | 100%
Cc1cc(C)cc(C(=O)OCC(=O)NCC(F)(F)F)c1 | 2% | -5% | 0% | 14% | -3% | 2% | 2% | -1 | 35%
Cc1ccc(NC(=O)CCC(=O)OC(C)C(=O)c2ccccc2)cc1 (stereo not given) | -10% | -3% | -12% | 15% | -9% | -2% | -1% | -6 | 38%
CCOC(=O)C(C)Sc1nc(-c2ccco2)cc(C(F)(F)F)c1C#N (stereo not given) | ? | -4% | -16% | ? | -15% | -5% | -2% | 8 | -1%
C=CCn1c(C(CC(C)C)CC(C)O)n[nH]c1=S (stereo not given) | 4% | 1% | -8% | 87%[activator] | -1% | -1% | -2% | -7 | 9%
COc1ccc(NC(=O)CN(c2ccccc2)S(=O)(=O)N(C)C)cc1OC | -7% | -2% | 45µM* | 14µM* | ? | -2% | ? | -3 | 40µM*
Cc1ccc(C(=O)CSc2nnc(-c3cccs3)n2C)o1 | -7% | -1% | -19% | 37%[activator] | 6% | 2% | -1% | 0 | 7%

Retrieved by structure from above (3):
Structure | Apoferritin bind | Glioma ERSR ind | POLH inh | POLI inh | POLK inh | BLM inh | APE1 inh | LDHA inh | POLB inh
Cc1c(C(=O)Nc2ccc(Br)cc2)cnn1C | 8% | 1% | -8% | 26% | -5% | 1% | 4% | -5 | 3%
CCCc1nc(-c2cc3ccc(C)cc3[nH]c2=O)no1 | -3% | -1% | -4% | 13% | -5% | -1% | -1% | 1 | -1%
Cc1ccc(-n2c(SCC(=O)N(C)C3CCS(=O)(=O)C3)nc3ccccc3c2=O)cc1 (stereo not given) | -8% | -3% | -15% | 16% | 0% | -2% | 0% | -3 | 0%
